Bioassay records deposited in PubChem BioAssay by National Center for Advancing Translational Sciences (NCATS).
Pol eta inh – DNA polymerase eta (human) inhibition. recombinant Pol eta, fluorescent DNA replication assay. Potency, µM (series often up to 114 µM), for inactives: top-dose activity change, negative = inhibition, actives largely listed as inhibitors. 390,000 tested, 1.2% active. AID 588591; further: on the % scale 0 is the no-effect control and ±100 the full control effect
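Pol eta at 10 nM preincubated with compounds 15 min at room temperature; reaction started with fluorescent substrate (50 nM final) and read kinetically at 0 and 10 min.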
G9a block – inhibitors of human histone lysine methyltransferase G9a; 350,000 tested, 8.8% active; Potency, µM (series often up to 102 µM), without a hit: at the top dose activity, negative = inhibition, hits mostly inhibitors; Q96KQ7; G9a H3K9 monomethylation, AlphaScreen, 2 h; AID 504332; further: on the % scale 0 is the no-effect control and ±100 the full control effect; nearly all actives have a fitted effect of over 75% in size
Target sequence (Q96KQ7 913-1193 limits assumed): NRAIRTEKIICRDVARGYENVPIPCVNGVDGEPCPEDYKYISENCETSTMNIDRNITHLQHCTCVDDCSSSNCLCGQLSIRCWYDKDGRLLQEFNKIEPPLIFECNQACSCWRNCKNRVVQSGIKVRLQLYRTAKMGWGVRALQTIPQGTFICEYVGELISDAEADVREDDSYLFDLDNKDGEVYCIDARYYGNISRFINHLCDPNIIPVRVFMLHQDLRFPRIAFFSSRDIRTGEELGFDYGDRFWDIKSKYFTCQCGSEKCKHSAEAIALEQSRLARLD
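Chemiluminescent proximity detection of H3K9 monomethylation, read after 10 min bead incubation in the dark. Reaction: 20 nM G9a, 500 nM biotin-H3K9 peptide, 20 uM SAM cofactor, 2 h, room temperature, following 15 min enzyme-compound preincubation.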
POLK inh – inhibitors of human DNA polymerase kappa. purified Pol kappa, fluorescent DNA synthesis assay, 10 min. Potency, µM (series often up to 107 µM), for inactives: top-dose activity, negative = inhibition, actives largely listed as inhibitors. 400,000 tested, 0.53% active. AID 588579; further: on the % scale 0 is the no-effect control and ±100 the full control effect
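10 nM Pol kappa was preincubated with compounds for 15 min at room temperature. Reaction started with 50 nM (final) substrate. Fluorescence read kinetically at 0 and 10 min.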
BLM helicase inh – Bloom syndrome helicase (human) inhibition; recombinant BLM DNA unwinding, fluorescence dequenching; Potency, µM (doses to about 56.1 µM), inactives show top-dose activity change, negative = inhibition, hits mostly inhibitors; 350,000 tested, 0.2% active;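 further: plate controls were vehicle for no effect and no enzyme for full effect; nearly all actives have a fitted effect of over 35% in size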
BAZ2B block – inhibitors of human BAZ2B bromodomain | 360,000 tested, 4.4% active | AID 504333 | Q9UIF8 | Potency, µM (highest dose often 114 µM), for the others: top-dose activity change, negative = inhibition, actives largely listed as inhibitors | AlphaScreen BAZ2B-H3K14Ac peptide displacement; further: on the % scale 0 is the no-effect control and ±100 the full control effect; nearly all actives have a fitted effect of over 60% in size
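Complex of BAZ2B and biotin-H3K14Ac (50 nM apiece) forms over 30 min at RT, then faces library compounds up to 110 uM for another 30 min; AlphaScreen beads added, 20 min dark incubation, luminescence read.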
Pol beta inh – inhibitors of human DNA polymerase beta; Potency, µM (titrated, usually from 114 µM), for inactives: at the top dose activity change, negative = inhibition, most hits filed as inhibitors; P06746; Pol beta primer extension/strand displacement, fluorescence kinetic; 340,000 tested, 1.3% active; further: on the % scale 0 is the no-effect control and ±100 the full control effect
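Pol beta (10 nM) and compounds were preincubated 15 min at room temperature, then 50 nM substrate (final) started primer extension/strand displacement. Reads were taken at 0 and 10 min; concentration-response data were fitted to a four-parameter Hill equation.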
APEX1 inh – blocks human APE1 abasic DNA cleavage. P27695. recombinant APE1, TAMRA/BHQ-2 abasic DNA cleavage fluorescence. Potency, µM (series often up to 65.8 µM), without a hit: at the top dose activity change, negative = inhibition, most hits filed as inhibitors. 350,000 tested, 0.35% active;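 further: plate controls were vehicle for no effect and reference inhibitor for full effect; nearly all actives have a fitted effect of over 55% in size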
Target sequence (P27695 whole entry, looked up): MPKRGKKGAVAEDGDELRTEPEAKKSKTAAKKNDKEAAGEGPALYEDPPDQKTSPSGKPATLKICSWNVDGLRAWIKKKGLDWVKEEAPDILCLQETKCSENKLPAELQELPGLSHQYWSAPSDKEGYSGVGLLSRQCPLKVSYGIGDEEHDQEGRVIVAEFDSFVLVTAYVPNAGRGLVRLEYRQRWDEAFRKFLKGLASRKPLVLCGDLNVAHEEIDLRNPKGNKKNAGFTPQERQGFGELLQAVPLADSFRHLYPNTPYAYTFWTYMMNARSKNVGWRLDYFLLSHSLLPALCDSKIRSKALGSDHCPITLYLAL
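Enzyme (0.75 nM final) and test compound are incubated 15 min at room temperature before adding 50 nM quenched THF abasic-site duplex. Cleavage dequenches TAMRA, followed at 525/598 nm over three reads one minute apart.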
JMJD2A Tudor inh – JMJD2A Tudor domain (human) inhibition; AlphaScreen JMJD2A-Tudor / H3K4me3 peptide binding; Potency, µM (highest dose often 114 µM), without a hit: at the highest dose activity change, negative = inhibition, usual class: inhibitors; 390,000 tested, 4.4% active; further: on the % scale 0 is the no-effect control and ±100 the full control effect; nearly all actives have a fitted effect of over 50% in size
Pol iota inh – inhibitors of human DNA polymerase iota; 390,000 tested, 1% active; Pol iota fluorescent replication assay, 10 min; AID 588590; Potency, µM (highest dose often 115 µM), for inactives: at the top dose activity, negative = inhibition, hits mostly inhibitors
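Pol iota at 10 nM preincubated 15 min with compounds at room temperature; reaction started with fluorescent substrate, 50 nM final. Fluorescence read kinetically at 0 and 10 min; buffer-only wells as negative control.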
The depositor's hits bear a star; u = inconclusive; x = no result given; [ ] = another dose, or the depositor's remark. The call rests on the fitted dose curve; in most records, active means well fitted curve in the direction sought with a large enough effect; inconclusive means small, poorly fitted or top-dose-only effect, or another doubt; inactive means no such curve, though single readings can be large; an effect the other way counts as inactive or inconclusive. Potency means the concentration at half of the fitted maximal effect.

SMILES	Pol eta inh	G9a block	POLK inh	BLM helicase inh	BAZ2B block	Pol beta inh	APEX1 inh	JMJD2A Tudor inh	Pol iota inh
C/C(=N\NC(=O)c1ccccc1)c1ccccc1F	1%	5%	-15%	0%	-3%	-16%	8%	-3%	-5%
CC(=NNC(=O)c1ccncc1)c1cc(Cl)ccc1Cl	-12%	x	0%	x	x	x	x	-6%	68%[activator]
COC(=O)c1ccc(CSc2nc3c(cnn3-c3ccccc3)c(=O)[nH]2)o1	-13%	u	1%	2%	10%	5%	6%	-24%	38%[activator]
c1ccc(-n2nnnc2SCc2cn3ccccc3n2)cc1	10%	u	-16%	5%	u	-1%	23%	-29%[57.1 µM]	-1%
COc1ccc(N=c2oc3c(OC)cccc3cc2C(=O)NCc2ccco2)cc1OC	-7%	u	4%	-7%	8%	-3%	-2%	-30%	1%
C[C@@H]1CN(c2nc3nonc3nc2N2CCSCC2)C[C@H](C)O1	-9%	x	-15%	-3%	-2%	10%	-3%	-21%	-18%
Cc1ccc(C2CC(c3cccs3)=NN2C(=O)CCl)cc1 (stereo not given)	5%	-31%	-4%	-11%	-1%	-14%	3%	-10%	u
CCCN(CCC)S(=O)(=O)c1ccc(C(=O)NCc2n[nH]c(=S)n2-c2ccc(Cl)c(Cl)c2)cc1	-17%	18µM*	11%	-9%	u	1%	-4%	u	-2%
CCCCCNc1nc(-c2ccccc2)cs1	x	u	x	-7%	-9%	-1%	-3%	x	x
O=C(CSCc1c(Cl)cccc1Cl)Nc1cccnc1	-17%	3%[59 µM]	0%	-5%	-12%	28%	-11%	-14%	122%[activator]
CCOC(=O)C1CCCCN1Cc1ccc(F)c(Br)c1 (stereo not given)	-1%	22µM*	0%	-3%	12%	-16%	1%	u	9%
Cc1nc(-c2cccnc2)sc1C(N)=O	u	16%	-3%	-3%	7%	-1%	-1%	-9%	15%
Cc1noc(C)c1S(=O)(=O)Nc1ccc(C(=O)Nc2ccc(C(C)C)cc2)cc1	-2%	-24%[59 µM]	-11%	-3%	x	-2%	x	-26%	-20%
Cc1cc(C)n2c(SCCO)nnc2n1	-7%	15%[12.7 µM]	-1%	-1%	3%	33%	20%	-2%	48%[activator]
COc1cc(C)c(S(=O)(=O)N2CCOCC2)cc1C	-6%	9%[59 µM]	-3%	2%	-1%	-29%	-6%	-2%	u
CCN1CCC(N(Cc2ccc3c(c2)OCO3)C(=O)Nc2cc(F)ccc2F)CC1	-9%	-40%[59 µM]	-15%	1%	-15%	-1%	x	-22%	6%
Cc1nc(S(=O)(=O)c2ccc(Cl)cc2)c(N(C)C)o1	-18%	u	8%	0%	8%	26%	64%	-13%	17%
O=C(O)CCC(=O)NC1CCCCCCC1	1%	-10%[59 µM]	-4%	1%	3%	0%	-3%	-5%[57.1 µM]	6%
CCn1cc(SCC(=O)NC2CCCC2)c2ccccc21	-15%	x	-9%	-1%	-3%	21%	-3%	-14%	22%
COc1ccc(CCNC(=O)c2nc(-c3ccc(Cl)cc3)n3c2CCCCC3)c(OC)c1	-23%	13µM*	3%	-11%	18µM*	0%	x	18µM*	32%[activator]
CCOc1ccc(NC(=O)N2CCC(CN3CCC(C)CC3)CC2)cc1	-14%	-19%[59 µM]	u	3%	6%	7%	x	-4%	u
CCOc1ccc(-c2nnc3ccc(SCC(=O)Nc4nc5ccc(C)cc5s4)nn23)cc1	-11%	45µM*	-8%	3%	2%	-3%	2%	-7%[57.1 µM]	3%
O=C(N/N=C/c1nn(-c2ccccc2)cc1-c1ccc(Cl)cc1)c1ccncc1	x	2%	x	-2%	-15%	-17%	7%	x	x
C=C(C)CCC(C)N1CCC(n2nccc2NC(=O)CCCc2ccccc2)CC1 (stereo not given)	-2%	79µM*	-3%	1%	-15%	4%	88%[activator]	-13%	-10%
COc1ccc(C(=O)NCC2OCCc3ccccc32)c(O)c1 (stereo not given)	-4%	1%[12.7 µM]	-8%	-4%	5%	15%	-6%	12%	-3%
CC1CCCCC1NC(=O)c1cccc(NC2=NC3CS(=O)(=O)CC3S2)c1 (stereo not given)	-4%	23%	11%	1%	-1%	-1%	25%	-10%	1%
CCn1nnc(NC(=O)C(C)(c2ccccc2)c2ccccc2)n1	-11%	14%	-12%	-3%	-1%	3%	4%	0%[57.1 µM]	3%
CCCCCCCNc1nc(Cl)nc(NCCO)n1	-9%	x	14%	1%	-11%	-19%	0%	-16%	13%
Cc1cnc(C(=O)OCC(=O)C23CC4CC(CC(C4)C2)C3)cn1	2%	x	-2%	-21%	-16%	-17%	7%	9%	-23%
O=C(Nc1ccc(Cl)cn1)c1ccc(COc2ccccc2Br)o1	-16%	8%	4%	-17%	0%	1%	5%	32%	-24%
COC(C[C@@H]1O[C@@H]1C(=O)[C@@H](C)OCc1ccccc1)OC	3%	x	1%	x	x	x	x	-1%	7%
CCOC(=O)C1=c2/c(=C/c3ccncc3)c(N)c(C(=O)OC)n2C(=O)C(c2ccncc2)S1 (stereo not given)	6%	u	-8%	-5%	u	11%	2%	-27%	66%[activator]
CC1=C(C(=O)Nc2ccc(C)cc2C)C(c2cccs2)NC(=S)N1 (stereo not given)	7%	0%[59 µM]	2%	-1%	5%	-9%	6%	-18%	12%
CCN1/C(=C/c2ccc3cc(C)ccc3[n+]2CC)Sc2ccc3sccc3c21	u	x	-13%	x	x	x	x	u	4%
O=C(CSc1nnc(-c2cc(-c3cccs3)nc3ccccc23)o1)NC1CCCCC1	-3%	7%	-1%	-3%	u	5%	0%	-15%	15%
C=CCn1c(=O)/c(=C/c2ccc(Cl)cc2)s/c1=C(/C#N)c1nnc2n1CCCCC2	-14%	14%[2.33 µM]	-8%	-8%	u	-1%	-1%	u	u
Cc1ccccc1NC(=O)CNC(=O)c1ccc(C(F)(F)F)cc1	-15%	1%[59 µM]	-5%	4%	6%	30%	23%	-1%	77%[activator]
O=C1N(c2ccc3c(c2)OCCO3)C(c2ccccc2)C1(F)F (stereo not given)	-3%	66%[activator]	-18%	-5%	19%	0%	-4%	-2%	122%[activator]
CSc1nc2cc(C)nn2c(-c2ccc(C(C)(C)C)cc2)c1C#N	-12%	10%	-2%	-6%	7%	-1%	-1%	9%	-10%
COc1cc(/C=N/NC(=O)CCc2n[nH]c(=O)[nH]c2=O)cc(OC)c1OC	-10%	9%	-3%	-15%	7%	0%	3%	-8%	8%
Cc1nn(C)c(C)c1NS(=O)(=O)c1ccccc1Cl	1%	10%[59 µM]	-6%	x	12%	x	9%	-1%	-2%
O=C(Cn1nc2sc3ccccc3n2c(=O)c1=O)c1ccc(Cl)cc1	7%	8%[59 µM]	-14%	-2%	1%	-2%	1%	-4%	17%
COc1ccccc1C(=O)Nc1ccc2nc(SCC(=O)N3CCCC3)sc2c1	0%	8%[59 µM]	0%	-3%	4%	-1%	x	-14%	11%
COc1ccc(C2=NO[C@@H]3C(=O)N(Cc4ccccc4)C(=O)[C@H]23)cc1OC	-11%	u	-2%	-14%	-12%	2%	-4%	-13%	-1%
CC(=O)N1CCCc2cc(S(=O)(=O)N3CCCC(C(=O)Nc4ccc(F)cc4F)C3)ccc21 (stereo not given)	-8%	-6%[59 µM]	-3%[60.1 µM]	1%	-9%	0%	x	-13%	8%
CC1(Cc2cn(CCC#N)c3ccccc23)OCCO1	0%	-48%	-13%	-1%	-4%	88%	-1%	-2%	u
CCn1cc(/C=C/C(=O)Nc2c(C)nn(Cc3ccccc3C)c2C)cn1	-9%	u	5%	2%	2%	52%	18%	-8%	-7%
COc1ccc([N+](=O)[O-])cc1NC(=O)C(C)OC(=O)C1CC(=O)N(Cc2ccco2)C1 (stereo not given)	-1%	-27%	-3%	x	-3%	x	1%	-31%	2%
O=C(O)CCC(=O)Nc1ccc2c(c1)oc1ccccc12	-9%	-29%[59 µM]	-4%	-4%	-6%	-1%	2%	-8%	9%
Cc1ccc(C)c(N2CCN(C(=O)c3cccn4c(=O)c5sccc5nc34)CC2)c1	-12%	-29%	4%	1%	x	0%	-2%	-3%	41%
COCCCNC(=O)CCn1c(=O)c2ccccc2n(CC(=O)Nc2ccc(C)cc2C)c1=O	-18%	0%[12.7 µM]	-8%	0%	5%	11%	9%	-9%	4%
CC(=O)c1ccc(NC(=O)CCNS(=O)(=O)c2ccccc2F)cc1	-24%	11%	-4%	-3%	-2%	45%	-11%	5%	44%[activator]
CCCC1=C(C(=O)OCC)C(c2ccc(O)cc2)n2ncnc2N1 (stereo not given)	-27%	-19%[59 µM]	-8%	-2%	-3%	18%	1%	-7%	28%
CCN(CC)S(=O)(=O)c1cccc(NC(=O)COC(=O)C2COc3ccccc3O2)c1 (stereo not given)	-20%	-14%[59 µM]	-7%	-3%	7%	-15%	-3%	-20%	9%
S=C1NCN(Cc2cccnc2)CN1c1cccc2ccccc12	-16%	-26%	-5%	-1%	-10%	-13%	-1%	3%	17%
O=C(Nc1cnn(Cc2ccc(F)cc2)c1)c1noc2c1CCCC2	-4%	-1%[59 µM]	-1%	-8%	-35%	1%	0%	-24%	4%

Record cards, as listed above. Screens in order: Pol eta inh	G9a block	POLK inh	BLM helicase inh	BAZ2B block	Pol beta inh	APEX1 inh	JMJD2A Tudor inh	Pol iota inh
Record of `CC1(Cc2cn(CCC#N)c3ccccc23)OCCO1` : 0%	-48%	-13%	-1%	-4%	88%	-1%	-2%	u
Record of `COc1ccc(CCNC(=O)c2nc(-c3ccc(Cl)cc3)n3c2CCCCC3)c(OC)c1` : -23%	13µM*	3%	-11%	18µM*	0%	x	18µM*	32%[activator]
Record of `CCN1CCC(N(Cc2ccc3c(c2)OCO3)C(=O)Nc2cc(F)ccc2F)CC1` : -9%	-40%[59 µM]	-15%	1%	-15%	-1%	x	-22%	6%
Record of `CC(=NNC(=O)c1ccncc1)c1cc(Cl)ccc1Cl` : -12%	x	0%	x	x	x	x	-6%	68%[activator]
Record of `COc1ccc(N=c2oc3c(OC)cccc3cc2C(=O)NCc2ccco2)cc1OC` : -7%	u	4%	-7%	8%	-3%	-2%	-30%	1%

Only part of the results is shown. The share of hits here may be higher or lower than overall.
